NALP1 inh: inhibitors of NALP1 inflammasome in yeast; S. cerevisiae NALP1/ASC/caspase-1 growth, X-gal OD620, 72 h; inhibition, % at 10 µM; 0.61% of 280,000 active; in the data active = inhibition mostly above about 24%, no sharp cut-off; inactive = mostly below about 32%; also: some compounds called inactive have numbers as strong as hits
M18AAP inhibitor: blocks P. falciparum M18 aspartyl aminopeptidase. recombinant PfM18AAP, H-Glu-NHMec fluorogenic cleavage. inhibition, % at 7.35 µM. 1.2% of 290,000 active. AID 1822;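 active = inhibition above the campaign mean inhibition over all tested compounds plus 3 SD, cut at about 28% in these data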;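 also: 0% = plate median of test compound wells and 100% = 2 mM ZnCl2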
GPR7 antag: blocks human GPR7 receptor signaling; P48145; GPR7-expressing cells, fluorescence antagonist assay; inhibition, % at 4.4 µM; 1.1% of 290,000 active; AID 1861; in the data active = inhibition above about 16%, passing the limit was not always enough;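 also: cells stimulated with the agonist NPW; 0% = agonist with vehicle and 100% = vehicle without agonist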
Target sequence (P48145 whole entry, looked up): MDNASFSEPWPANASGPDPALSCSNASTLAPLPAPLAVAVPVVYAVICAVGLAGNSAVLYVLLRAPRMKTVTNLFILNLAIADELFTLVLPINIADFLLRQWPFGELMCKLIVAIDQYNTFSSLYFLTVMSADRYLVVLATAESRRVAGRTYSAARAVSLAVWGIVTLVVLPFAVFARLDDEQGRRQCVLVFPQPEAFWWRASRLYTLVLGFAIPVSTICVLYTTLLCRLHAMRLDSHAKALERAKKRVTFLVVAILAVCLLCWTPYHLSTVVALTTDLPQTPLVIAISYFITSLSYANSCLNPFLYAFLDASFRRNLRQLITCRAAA
GalR3 antagonist: antagonists of human GalR3; O60755; HEK293 GalR3-CNG cAMP membrane potential fluorescence; galR3 body fused to GalR1 C-terminus; inhibition, % at 3 µM; 0.44% of 360,000 active;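 active = inhibition above the screen-wide average plus 3 SD, cut at about 13% in these data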;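 also: forskolin and galanin both at EC90 stimulate the cells; cAMP rise reported by CNG channel membrane potential dye signal; 0% = forskolin plus galanin with DMSO and 100% = forskolin alone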
Target sequence (O60755 1-299 limits assumed): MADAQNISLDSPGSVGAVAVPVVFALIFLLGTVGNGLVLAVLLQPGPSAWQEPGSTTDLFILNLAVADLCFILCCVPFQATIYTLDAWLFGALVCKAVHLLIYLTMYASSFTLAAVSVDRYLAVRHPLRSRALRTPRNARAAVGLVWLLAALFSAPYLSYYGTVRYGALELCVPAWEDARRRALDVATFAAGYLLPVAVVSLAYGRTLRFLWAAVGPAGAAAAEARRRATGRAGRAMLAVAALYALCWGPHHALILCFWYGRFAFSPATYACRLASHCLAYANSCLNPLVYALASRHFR
MEKK2 mut-MEK5: signal of MEK5 binding to mutant human MEKK2 PB1 domain. 0.35% of 290,000 active. bead flow cytometry, Alexa488-MEK5 binding to MEKK2 mutant. percent response, % at 10 µM. AID 1530; in the data active = percent response above about 24%, passing the limit was not always enough; also: inactives centre near 1; some results filed as inactive read as strong as hits
MEKK2 WT-MEK5: raises or lowers MEK5 binding to wildtype human MEKK2 PB1 domain. bead flow cytometry, Alexa488-MEK5 binding to MEKK2 WT; actives lie on both sides. AID 1531. binding response (% of control), % at 10 µM. 1.1% of 290,000 active. Q9Y2U5; in the data active = binding response below about 67% or above about 130%
OXTR potentiator: human OXTR potentiation. 0.061% of 320,000 active. P30559. CHO-OTR cells, Fluo-8 calcium fluorescence, potentiator mode; 0% = oxytocin EC15, 100% = EC100. activation, % at 3 µM;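 active = activation above that plate's cutoff, the mean activation of tested compounds plus 3 SD, cut at about 6.6% in these data, passing the limit was not always enough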;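 also: 100% uses oxytocin at 75 nM as the full agonist control; some results filed as inactive read as strong as hits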
Target sequence (P30559 whole entry, looked up): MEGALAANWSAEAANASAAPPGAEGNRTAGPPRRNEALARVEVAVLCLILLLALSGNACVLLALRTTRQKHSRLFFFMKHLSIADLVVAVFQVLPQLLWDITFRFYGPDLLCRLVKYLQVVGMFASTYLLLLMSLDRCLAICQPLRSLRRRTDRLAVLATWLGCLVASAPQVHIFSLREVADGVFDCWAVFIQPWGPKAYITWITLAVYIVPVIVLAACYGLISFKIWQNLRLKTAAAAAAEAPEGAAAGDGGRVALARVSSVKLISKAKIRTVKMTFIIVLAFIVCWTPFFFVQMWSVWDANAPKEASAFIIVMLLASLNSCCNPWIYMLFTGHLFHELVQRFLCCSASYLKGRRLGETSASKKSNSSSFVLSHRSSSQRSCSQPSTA
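Replication – single well per compound, singlicate · Assay system – CHO cell line stably expressing human OTR · Timing – 6 min pre-incubation, 100 s read · Measure – normalized max/min fluorescence ratio, % activation · Doses – 3.0 µM, one dose · Detection – Fluo-8 calcium dye fluorescence · Probe or stimulus – oxytocin near EC15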
V1R ag counter: activates human V1a receptor in oxytocin agonist counter-screen; CHO-V1R cells, Fluo-8 calcium fluorescence, agonist mode; 0% DMSO, 100% 3 nM vasopressin; activation, % at 3 µM; 0.25% of 320,000 active; AID 2797;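 active = activation above the mean activation of all tested compounds plus 3 SD, per screening run, cut at about 20% in these data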;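 also: signal is peak over basal fluorescence ratio across a 100 second FLIPR read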
OXTR agonist: agonists of human oxytocin receptor; P30559; CHO-OTR cells, Fluo-8 calcium fluorescence; normalized: DMSO 0%, oxytocin 100%; 0.32% of 320,000 active; AID 2435; activation, % at 3 µM;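 active = activation above the mean of all tested compounds plus 3 SD, cutoff set per screening run, cut at about 20% in these data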;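 also: peak over basal fluorescence ratio from a 100 s FLIPR kinetic read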
Active calls of the source: *; . = not tested or not shown; & = joins results of further samples.

SMILES	NALP1 inh	M18AAP inhibitor	GPR7 antag	GalR3 antagonist	MEKK2 mut-MEK5	MEKK2 WT-MEK5	OXTR potentiator	V1R ag counter	OXTR agonist
CCOC(=O)CN(C(=O)CSc1nnc(CNc2ccc(C)cc2C)o1)c1ccccc1	16	0	-10	-6	-1	100	-2	-1.4	-1.2
CN(C)S(=O)(=O)c1cccc(NC(=O)C2CCN(S(=O)(=O)c3cccs3)CC2)c1	.	.	.	-5	.	.	-4	7.3	6.2
CC(NC(=O)OCc1ccccc1)C(=O)OCN1C(=O)c2ccccc2C1=O (stereo not drawn)	.	-12	-8	2	4	100	-7	1.2	0.8
CCOc1cc(/C=C2\SC(=Nc3ccc(F)cc3)N(c3ccc(F)cc3)C2=O)ccc1OCC(=O)O	5	-5	2	.	-9	85	-24	0.3	-0.7
Cc1nc2ccc(NC(=O)c3cccc(S(=O)(=O)N4CCOCC4)c3)cc2s1	.	.	.	-5	.	.	-2	1.3	-1.9
Cc1ccc2c(CN3CCN(C(=O)c4ccco4)CC3)cc(=O)oc2c1C	-1	-7	-2	-3	-1	95	-1	-0.1	-1.4
COc1ccc(NC(C)=O)cc1NC(=O)C1CCN(C(=O)Nc2ccccc2)CC1	.	.	.	-3	.	.	-2	0.5	1.2
COc1cccc(C(=O)Nc2ccccc2N2CCOCC2)c1	2	5	-14	-1	-9	59	-7	-0.8	-2.4
CC(=O)Nc1ccc(S(=O)(=O)NC2=C(N3CCN(Cc4ccccc4)CC3)C(=O)c3ccccc3C2=O)cc1	8	11	1	5&1	.	.	-5	3.5	-0.6
O=C1CSC(c2cccc(O)c2)N1Cc1ccccc1 (stereo not drawn)	-22	-15	8	-15	3	107	0	4.3	1.6
Cc1ccc(Cc2nnc(SCC(=O)Nc3c(C)cccc3C)[nH]c2=O)cc1	.	.	.	-1	.	.	-2	-1.1	-0.4
O=C(COC(=O)CN1C(=O)COc2ccccc21)NC1CCCCC1	.	.	.	-3	.	.	4	-1.5	-1.2
COc1ccccc1C(CNC(=O)c1ccc(S(=O)(=O)NCc2ccco2)cc1)N(C)C (stereo not drawn)	13	8	-9	-9	-1	94	-4	0.5	-1.4
COc1ccccc1C(=O)Nc1nnc(-c2ccc(F)cc2)o1	7	-1	-1	-5	13	109	0	0.3	0.9
CC1CCN(c2c(NCC3CCC(C(=O)N4CCCC(C)C4)CC3)c(=O)c2=O)CC1 (stereo not drawn)	5	-6	-3	-1	9	100	-1	0.5	-0.2
COc1ccc(NS(=O)(=O)c2cc(NC(=O)C3CCCO3)ccc2N2CCCC2)cc1 (stereo not drawn)	13	6	-5	-4	-1	95	-18	-0.6	-1.3
CCNC(=O)c1cc(S(=O)(=O)N2CCSCC2)ccc1OC	-35	1	-15	-9	-1	99	-5	0.9	0.2
Cc1cc(NC(=O)CCC(=O)N(c2ccccc2)C(C(=O)NCC2CCCO2)c2cccnc2)no1 (stereo not drawn)	14	-3	-5	-2	9	111	-3	1.7	-0.2
COc1ccc(C2(C(=O)Nc3ccc(S(=O)(=O)Nc4nc(C)cc(C)n4)cc3)CCCC2)cc1OC	24	-2	-2	-10	0	101	-6	0.9	2.1
CC(=O)Nc1ccc(S(=O)(=O)NNC(=S)NCc2ccco2)cc1	-3	-45	-6	-2	6	106	-5	1.1	0.2
COc1cc(CCCN2C(=S)NC[C@@H]2CCCCN)cc(OC)c1OC	-3	0	-7	-4	5	104	1	0.5	-0.2
COc1ccc(-c2ccc(Nc3ccc(S(=O)(=O)N4CCCC4)cc3)nn2)cc1OC	-75	4	-10	3	5	104	-8	-1.3	-2.2
CC(OC(=O)CCCN=C1NS(=O)(=O)c2ccccc21)C(=O)Nc1ccc(F)cc1Cl (stereo not drawn)	.	.	.	-5	.	.	-4	1.7	-0.7
S=C(NN=C1C2CC3CC(C2)CC1C3)Nc1ccccc1	-7	8	-21	-5	4	107	-14	0.5	-0.7
CCCCn1c(=O)n(Cc2cccc(F)c2)c(=O)c2c1ncn2Cc1ccco1	-6	-17	-16	-2	9	102	-7	-0.1	-1.6

11 successive entries out of the list so far, for reference:
SMILES	NALP1 inh	M18AAP inhibitor	GPR7 antag	GalR3 antagonist	MEKK2 mut-MEK5	MEKK2 WT-MEK5	OXTR potentiator	V1R ag counter	OXTR agonist
CC1CCN(c2c(NCC3CCC(C(=O)N4CCCC(C)C4)CC3)c(=O)c2=O)CC1 (stereo not drawn)	5	-6	-3	-1	9	100	-1	0.5	-0.2
COc1ccc(NS(=O)(=O)c2cc(NC(=O)C3CCCO3)ccc2N2CCCC2)cc1 (stereo not drawn)	13	6	-5	-4	-1	95	-18	-0.6	-1.3
CCNC(=O)c1cc(S(=O)(=O)N2CCSCC2)ccc1OC	-35	1	-15	-9	-1	99	-5	0.9	0.2
Cc1cc(NC(=O)CCC(=O)N(c2ccccc2)C(C(=O)NCC2CCCO2)c2cccnc2)no1 (stereo not drawn)	14	-3	-5	-2	9	111	-3	1.7	-0.2
COc1ccc(C2(C(=O)Nc3ccc(S(=O)(=O)Nc4nc(C)cc(C)n4)cc3)CCCC2)cc1OC	24	-2	-2	-10	0	101	-6	0.9	2.1
CC(=O)Nc1ccc(S(=O)(=O)NNC(=S)NCc2ccco2)cc1	-3	-45	-6	-2	6	106	-5	1.1	0.2
COc1cc(CCCN2C(=S)NC[C@@H]2CCCCN)cc(OC)c1OC	-3	0	-7	-4	5	104	1	0.5	-0.2
COc1ccc(-c2ccc(Nc3ccc(S(=O)(=O)N4CCCC4)cc3)nn2)cc1OC	-75	4	-10	3	5	104	-8	-1.3	-2.2
CC(OC(=O)CCCN=C1NS(=O)(=O)c2ccccc21)C(=O)Nc1ccc(F)cc1Cl (stereo not drawn)	.	.	.	-5	.	.	-4	1.7	-0.7
S=C(NN=C1C2CC3CC(C2)CC1C3)Nc1ccccc1	-7	8	-21	-5	4	107	-14	0.5	-0.7
CCCCn1c(=O)n(Cc2cccc(F)c2)c(=O)c2c1ncn2Cc1ccco1	-6	-17	-16	-2	9	102	-7	-0.1	-1.6

Additional results.
SMILES	NALP1 inh	M18AAP inhibitor	GPR7 antag	GalR3 antagonist	MEKK2 mut-MEK5	MEKK2 WT-MEK5	OXTR potentiator	V1R ag counter	OXTR agonist
CC1CCN(C(=O)c2cc(-c3ccccc3O)on2)CC1	-7	4	-3	.	13	117	-7	1.7	1.0
COc1cc(S(=O)(=O)NC2CCCC2)ccc1-n1cnnn1	4	-2	-8	-9	-1	102	-2	1.2	1.1
CCOC(=O)NC(=O)/C(C#N)=C\NNc1ncc(C(F)(F)F)cc1Cl	-6	-5	2	-6	0	97	4	1.5	0.0
O=C(Cc1cccc(NC(=O)C2CCCN(C(=O)C3CCC3)C2)c1)Nc1cccc(C(=O)N2CCCC2)c1 (stereo not drawn)	.	.	.	4	.	.	-5	-0.6	-1.0
Cc1ccc(S(=O)(=O)NC(C)C(=O)Nc2ccc(C(N)=O)cc2)cc1 (stereo not drawn)	17	-2	-12	-4	3	102	-12	0.9	-0.2
CCN(CCn1cccn1)C(=O)CCc1nnc(-c2ccccc2)o1	-3	-2	-16	0	2	105	-5	-0.1	0.8
CSc1ccccc1NS(=O)(=O)c1ccccc1	7	1	-13	-2	-5	98	-7	0.3	-1.8
CCOc1ccc(S(=O)(=O)N2CCC(C(=O)NCc3ccco3)CC2)cc1	19	-4	12	-4	1	103	-6	2.8	1.9
CC1Cc2nc(SCC(=O)Nc3nccs3)n(Cc3ccccc3)c(=O)c2S1 (stereo not drawn)	-8	4	-13	-1	-2	102	-8	-0.8	-0.4
O=C1COc2ccc(C(=O)COC(=O)c3ccccc3F)cc2N1	.	.	.	-1	.	.	-8	2.1	5.6
Cc1snc(S(=O)(=O)Cc2c(Cl)cccc2Cl)c1C#N	4	-9	-5	-5	0	101	5	0.5	0.4
COC(=O)c1c(-c2ccc3ccccc3c2)csc1NC(=O)Cc1ccc(OC)c(OC)c1	5	8	3	-3	.	.	-15	-0.1	0.2
O/N=C1\CC/C(=N\O)c2nn(-c3ccc(Cl)cc3Cl)nc21	6	-3	-10	-2	-5	83	1	1.2	2.2
O=C(CN1C(=O)CC(c2ccco2)Sc2ccccc21)NC1CCCCC1 (stereo not drawn)	3	6	-8	1	-1	98	-1	0.5	-1.2
CS(=O)(=O)N(CC(=O)Nc1ccccc1-c1ccccc1)c1ccccc1	2	-10	-1	-3	6	103	-4	0.1	-1.8
Cc1ccc(S(=O)(=O)N(C)CCCC(=O)N2CCN(C=O)CC2)cc1	-4	4	-1	0	7	102	-2	2.3	0.1
COc1cc(OC)nc(Oc2ccccc2C(=O)Oc2ccccc2Cl)n1	7	-12	-11	-2	-6	94	-7	-0.4	-1.7
CSc1ncccc1C(=O)OCC(=O)NC12CC3CC(CC(C3)C1)C2	.	.	.	-6	.	.	-6	-1.0	-2.3
COc1cc2c(cc1OC)CN(C(=O)COc1ccc(C)c(C)c1)CC2	6	3	2	-8	2	101	-6	0.3	-0.4
CC(C)(C)C(=O)/C(C#N)=C/c1cccs1	.	-1	-2	-7	0	107	-5	0.3	-0.3
C=C(C)C(=O)Nc1cccc(C2=NOC3(C2)C[C@H](C(N)=O)N(C(=O)C(c2ccccc2)c2ccccc2)C3)c1 (stereo partly drawn)	1	.	.	.	-10	100	-5	-0.2	-0.1
C#CCOCCOCCOCCNc1nc(N2CCN(C(=O)[C@H](CCCCN)n3cc(CN)nn3)CC2)nc(N2CCN(C(=O)[C@H](CCC(=O)O)n3cc(CN)nn3)CC2)n1	.	.	.	-4	.	.	-1	1.1	0.1
Cc1ccc(C(C)C)c(OCC(=O)NC(=S)Nc2ccccc2N2CCOCC2)c1	3	-7	-46	3	6	106	3	1.6	-0.3
CC1CCN(C(=O)CSc2nc3c(c(=O)n2C)SC(C)C3)CC1 (stereo not drawn)	7	-4	-5	-4	3	102	-4	-0.6	-1.2
Cc1ccc(C2C(C(=O)c3cccs3)=C(O)C(=O)N2CCN2CCOCC2)o1 (stereo not drawn)	11	3	-10	-1	2	107	-12	1.5	-0.4
SMILES	NALP1 inh	M18AAP inhibitor	GPR7 antag	GalR3 antagonist	MEKK2 mut-MEK5	MEKK2 WT-MEK5	OXTR potentiator	V1R ag counter	OXTR agonist
CN(c1ccccc1)c1nc(N)c([N+](=O)[O-])c(Nc2ccccc2F)n1	9	5	-17	-11	2	92	-17	0.7	0.2
COc1cccc(NS(=O)(=O)c2ccc(Br)s2)c1	9	-6	-5	-7	6	101	-3	-0.8	-0.7
COc1ccc2nc(NCCCNC(=O)c3cc(OC)c(OC)c(OC)c3)c(C#N)cc2c1	4	9	-16	0	0	99	3	-0.5	-2.0
COc1ccc(CCNC2CC(=O)N(CCc3ccccc3)C2=O)cc1 (stereo not drawn)	20	-102	-2	-1	2	101	-1	0.4	1.9
CCC(C)NC(=O)CSc1n[nH]c(-c2cc(Cl)ccc2OC)n1 (stereo not drawn)	23	-4	-8	-4	-1	101	-5	-0.2	-1.4
COc1cc(NC(=O)CN2CCN(c3ccccn3)CC2)cc(OC)c1OC	3	4	-5	-12	0	97	-4	1.9	1.2
CNC(=O)/C(C#N)=C/c1ccc(-c2ccc(Cl)cc2)o1	-14	-5	-1	-4	2	103	-16	-0.7	-3.0
COC(=O)c1c[nH]n2c(=O)c(Cc3ccc(F)cc3Cl)c(C)nc12	-1	-1	7	-8	2	104	-2	1.5	1.0
CSCCC(NC(N)=O)C(=O)Nc1ccc(C)cc1 (stereo not drawn)	-8	-9	4	-4	-1	103	-14	1.9	-0.8
